# LAP4 TOR yeast: modulators of TOR pathway LAP4-GFP in S. cerevisiae | GFP response vs DMSO, % at 10 µM | S. cerevisiae LAP4-GFP multiplex, flow cytometry GFP, 3 h; median GFP as percent of DMSO wells | AID 2023 | hit rate 0.34% among 320,000;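 active means GFP response vs DMSO above a set limit, about the screen mean plus 3 SD, cut at about 150% in these data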
# ZTA counter: counter-screen for EBNA-1 inhibitors: inhibitors of Epstein-Barr virus ZTA; P03206; inhibition, % at 11 µM; ZTA-DNA binding, fluorescence polarization; hit rate 0.15% among 320,000; AID 2234; in the data active means inhibition above about 33%
# proCasp3 act: activates human procaspase-3. activation, % at 8.5 µM. P42574. recombinant procaspase-3 D3A, Ac-DEVD-pNA absorbance 405 nm. hit rate 0.11% among 330,000. AID 463141;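 active means activation above the mean of all tested compounds plus 3 SD, cut at about 21% in these data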;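 further: 0% = DMSO alone and 100% = DMSO wells spiked with extra 5 µM PC-3 D3A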
#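 Test system: Procaspase-3 D3A mutant; medium: Zinc-free HEPES/NaCl buffer with 0.01% Triton X-100 at pH 7.4; reagent: DEVD-pNA substrate; doses: one concentration, 8.5 µM nominal, 0.8% DMSO; times: 1 h preincubation plus 2 h reaction at 25 °C; signal: Epi-absorbance at 405 nm of released p-nitroaniline, 0 and 120 min; replicates: singlicate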
# EBNA-1 inh: blocks EBNA-1 binding to DNA; EBNA-1 DNA binding, fluorescence polarization; inhibition, % at 14.8 µM; hit rate 0.34% among 300,000; AID 1950; in the data active means inhibition above about 28%
# AHR activator: human AHR activation. P35869. AHR-responsive luciferase reporter cells, luminescence. activation, % at 5 µM. hit rate 2.5% among 320,000; in the data active means activation above about 47%;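 further: 0% = vehicle wells and 100% = reference agonist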
# Target sequence (P35869 whole entry, looked up): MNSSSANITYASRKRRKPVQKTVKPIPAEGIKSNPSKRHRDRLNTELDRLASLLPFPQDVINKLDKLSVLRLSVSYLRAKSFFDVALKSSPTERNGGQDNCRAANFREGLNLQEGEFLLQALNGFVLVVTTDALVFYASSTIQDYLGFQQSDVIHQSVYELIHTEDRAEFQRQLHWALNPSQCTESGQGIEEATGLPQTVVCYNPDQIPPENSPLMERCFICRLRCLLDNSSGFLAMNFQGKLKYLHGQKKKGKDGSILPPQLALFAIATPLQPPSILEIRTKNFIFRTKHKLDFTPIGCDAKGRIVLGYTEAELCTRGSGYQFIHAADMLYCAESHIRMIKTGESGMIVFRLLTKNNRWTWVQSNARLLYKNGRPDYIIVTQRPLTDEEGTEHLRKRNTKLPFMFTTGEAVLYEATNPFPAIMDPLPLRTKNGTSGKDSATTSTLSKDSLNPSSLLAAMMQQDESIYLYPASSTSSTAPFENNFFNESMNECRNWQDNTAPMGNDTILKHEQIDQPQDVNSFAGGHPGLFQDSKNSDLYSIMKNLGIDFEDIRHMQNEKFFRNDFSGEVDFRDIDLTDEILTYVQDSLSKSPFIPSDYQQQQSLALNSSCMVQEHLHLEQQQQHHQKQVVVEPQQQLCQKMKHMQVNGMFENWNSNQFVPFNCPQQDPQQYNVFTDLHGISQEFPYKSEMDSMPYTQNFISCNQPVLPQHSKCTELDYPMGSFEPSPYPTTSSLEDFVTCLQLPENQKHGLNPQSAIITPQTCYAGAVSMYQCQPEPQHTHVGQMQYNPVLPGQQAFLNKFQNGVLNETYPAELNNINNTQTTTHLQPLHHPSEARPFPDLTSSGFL
# RPL19A TOR yeast: modulators of TOR pathway RPL19A-GFP in S. cerevisiae; AID 2025; S. cerevisiae RPL19A-GFP strain, flow cytometry, 3 h; active compounds read low; percent response vs DMSO, % at 10 µM; hit rate 0.3% among 330,000;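 active means percent response vs DMSO below 50%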;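 further: median channel GFP fluorescence of the barcoded RPL19A-GFP strain; ratio of sample median GFP to plate DMSO average so 100% = DMSO; lower means less RPL19A-GFP as with rapamycin TOR inhibition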
# MEP2-GFP yeast: yeast TOR pathway MEP2-GFP modulation; GFP response vs DMSO, % at 10 µM; S. cerevisiae MEP2-GFP strain, flow cytometry GFP, 3 h; 100% = DMSO control level; hit rate 0.51% among 330,000;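 active means GFP response versus DMSO above a set limit, roughly screen mean plus 3 SD, cut at about 180% in these data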;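 further: median GFP fluorescence of the barcode-gated MEP2-GFP cells per well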
# proCasp7 act: counter-screen: procaspase-7 (human) activation | activation, % at 8.5 µM | hit rate 0.093% among 330,000 | recombinant procaspase-7, Ac-DEVD-pNA absorbance 405 nm; D23A/D198A/D206A triple mutant, cannot self-cleave; scale: DMSO 0, 5 µM enzyme 100 | P55210;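 active means percent activation above the screen-wide mean plus 3 SD, cut at about 25% in these data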
#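 Assay system: Uncleavable procaspase-7 mutant enzyme / Input: 2 µM procaspase-7 mutant as dispensed / Dosing: single nominal 8.5 µM compound dose, 0.8% DMSO final / Timing: 1 h enzyme–compound preincubation and 2 h substrate reaction, both 25 °C / Detection: p-Nitroaniline absorbance at 405 nm, read at 0 and 120 min / Replication: singlicate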
# The depositor's hits bear a star; / = not tested or not shown.
# The first 21 compounds as a preview:
SMILES,LAP4 TOR yeast,ZTA counter,proCasp3 act,EBNA-1 inh,AHR activator,RPL19A TOR yeast,MEP2-GFP yeast,proCasp7 act
Cc1sc2ncnc(SCC(=O)Nc3ccc(S(=O)(=O)N4CCOCC4)cc3)c2c1C,103,/,23*,/,3,98,101,4
Cn1c(SCC(=O)Nc2ccc(N3CCOCC3)cc2)nnc1C1CC1,90,7,9,/,1,90,93,7
CCCOc1ccc(/C=N/NC(=O)c2ccc(Cn3cc([N+](=O)[O-])cn3)o2)cc1,88,5,3,-6,22,93,106,16
Cc1[nH]c(=O)c(C#N)c(C)c1CCC(=O)NCc1cccc(C(F)(F)F)c1,91,6,-7,-6,-5,103,103,-7
CN(C)CCCn1c2c(c(SCC(=O)Nc3cccc4ccccc34)nc1=O)CCC2,101,-11,9,0,2,97,92,-2
CN1C[C@@H]2[C@@H]3C(=O)N(Cc4ccccc4)C(=O)[C@@H]3[C@](C)(C1=O)N2C(=O)c1ccc(Cl)cc1,90,/,3,/,2,97,92,6
CCN(Cc1ccccc1)C(c1ccc(C)cc1)c1nnnn1C(C)(C)CC (stereo unspecified),94,24,3,0,0,93,108,15
CN(C(=O)c1ccccc1NC(=O)C(F)(F)F)c1ccccc1,97,-4,3,-3,7,97,107,-7
O=C(COC(=O)COc1cccc(C(F)(F)F)c1)Nc1ccc(N2CCOCC2)cc1,94,-19,10,/,0,96,102,4
COc1ccc(C(CNC(=O)c2oc3cc(C)c(Cl)cc3c2C)N2CCCCC2)cc1 (stereo unspecified),92,-7,0,-2,6,93,98,-1
Cc1ccc(S(=O)(=O)N(CC(=O)N/N=C\c2cccs2)c2cccc3cccnc23)cc1,/,-5,7,32*,4,/,/,-12
COc1ccc(OC)c(NC(=O)c2cc(-c3cc(Cl)ccc3O)n[nH]2)c1,93,8,-5,12,2,101,105,7
Cc1ccc(S(=O)(=O)N/N=C2/CC(=O)CC(C)(C)C2)cc1[N+](=O)[O-],110,-11,-7,6,3,104,102,-5
COc1ccc(N2CCN(C(c3cc4cc(C)ccc4[nH]c3=O)c3nnnn3Cc3ccccc3)CC2)cc1 (stereo unspecified),102,0,3,0,8,99,101,-11
CCCCSc1ncnc2[nH]ncc12,97,18,2,10,3,97,99,-1
Cc1cc(-c2nnc(SCc3ccccn3)o2)no1,88,2,-5,1,-1,104,92,-4
CC1(C)CNC(=O)CC(C)(C)N1O,92,0,1,-4,-1,96,99,0
CC(C)c1ccccc1NC(=O)COc1ccc2c(=O)c(Oc3ccc4ccccc4c3)coc2c1,84,-11,7,0,4,91,85,-8
CC(=O)NC1C(OCc2ccccc2)OC2COC(c3ccccc3)OC2C1OCC(=O)O (stereo unspecified),107,-10,1,-2,1,108,113,2
Cc1cc(Br)ccc1-n1[nH]c(C)c(C=Nc2cccc3nsnc23)c1=O,103,-11,-11,8,11,96,94,-12
COc1ccc(-c2c(C(C)=O)c(C)n(C)c2C)cc1,99,-3,-2,-9,2,100,104,-2

# The whole of this part, repeating the preview:
SMILES,LAP4 TOR yeast,ZTA counter,proCasp3 act,EBNA-1 inh,AHR activator,RPL19A TOR yeast,MEP2-GFP yeast,proCasp7 act
Cc1sc2ncnc(SCC(=O)Nc3ccc(S(=O)(=O)N4CCOCC4)cc3)c2c1C,103,/,23*,/,3,98,101,4
Cn1c(SCC(=O)Nc2ccc(N3CCOCC3)cc2)nnc1C1CC1,90,7,9,/,1,90,93,7
CCCOc1ccc(/C=N/NC(=O)c2ccc(Cn3cc([N+](=O)[O-])cn3)o2)cc1,88,5,3,-6,22,93,106,16
Cc1[nH]c(=O)c(C#N)c(C)c1CCC(=O)NCc1cccc(C(F)(F)F)c1,91,6,-7,-6,-5,103,103,-7
CN(C)CCCn1c2c(c(SCC(=O)Nc3cccc4ccccc34)nc1=O)CCC2,101,-11,9,0,2,97,92,-2
CN1C[C@@H]2[C@@H]3C(=O)N(Cc4ccccc4)C(=O)[C@@H]3[C@](C)(C1=O)N2C(=O)c1ccc(Cl)cc1,90,/,3,/,2,97,92,6
CCN(Cc1ccccc1)C(c1ccc(C)cc1)c1nnnn1C(C)(C)CC (stereo unspecified),94,24,3,0,0,93,108,15
CN(C(=O)c1ccccc1NC(=O)C(F)(F)F)c1ccccc1,97,-4,3,-3,7,97,107,-7
O=C(COC(=O)COc1cccc(C(F)(F)F)c1)Nc1ccc(N2CCOCC2)cc1,94,-19,10,/,0,96,102,4
COc1ccc(C(CNC(=O)c2oc3cc(C)c(Cl)cc3c2C)N2CCCCC2)cc1 (stereo unspecified),92,-7,0,-2,6,93,98,-1
Cc1ccc(S(=O)(=O)N(CC(=O)N/N=C\c2cccs2)c2cccc3cccnc23)cc1,/,-5,7,32*,4,/,/,-12
COc1ccc(OC)c(NC(=O)c2cc(-c3cc(Cl)ccc3O)n[nH]2)c1,93,8,-5,12,2,101,105,7
Cc1ccc(S(=O)(=O)N/N=C2/CC(=O)CC(C)(C)C2)cc1[N+](=O)[O-],110,-11,-7,6,3,104,102,-5
COc1ccc(N2CCN(C(c3cc4cc(C)ccc4[nH]c3=O)c3nnnn3Cc3ccccc3)CC2)cc1 (stereo unspecified),102,0,3,0,8,99,101,-11
CCCCSc1ncnc2[nH]ncc12,97,18,2,10,3,97,99,-1
Cc1cc(-c2nnc(SCc3ccccn3)o2)no1,88,2,-5,1,-1,104,92,-4
CC1(C)CNC(=O)CC(C)(C)N1O,92,0,1,-4,-1,96,99,0
CC(C)c1ccccc1NC(=O)COc1ccc2c(=O)c(Oc3ccc4ccccc4c3)coc2c1,84,-11,7,0,4,91,85,-8
CC(=O)NC1C(OCc2ccccc2)OC2COC(c3ccccc3)OC2C1OCC(=O)O (stereo unspecified),107,-10,1,-2,1,108,113,2
Cc1cc(Br)ccc1-n1[nH]c(C)c(C=Nc2cccc3nsnc23)c1=O,103,-11,-11,8,11,96,94,-12
COc1ccc(-c2c(C(C)=O)c(C)n(C)c2C)cc1,99,-3,-2,-9,2,100,104,-2
Cc1csc(SCC(=O)Nc2ccc(C)c(F)c2)n1,110,0,-4,/,3,103,106,6
COc1ccc(/C=N/NC(=O)c2cccc(NC(=O)c3ccccc3Cl)c2)cc1,92,-18,-6,-7,37,98,102,8
CCC(CC)c1nnc(NC(=O)c2cc([N+](=O)[O-])ccc2N2CCOCC2)s1,95,/,9,/,0,96,95,3
COC(=O)c1[nH]c2ccccc2c1NC(=O)c1ccccc1F,116,1,4,-8,12,95,91,0
COc1cc(OC)cc(C(=O)NCCCN2CCN(CCCNC(=O)c3cc(OC)cc(OC)c3)CC2)c1,93,6,-1,7,-5,97,92,1
Cc1c(C#N)c2ccccc2n1CC(=O)N1CCCc2ccccc21,114,0,2,10,7,112,119,-3
CC(C)=CCN1CCN(CC#Cc2ccccc2)CC1CCO (stereo unspecified),111,-4,0,6,0,99,110,-1
CC1CCC2(CC1)NC(=O)N(CC(=O)Nc1cccc(S(=O)(=O)N3CCCCC3)c1)C2=O (stereo unspecified),100,/,5,/,3,101,105,5
Cc1cc(C)c(C(=O)COC(=O)c2ccc([N+](=O)[O-])o2)cc1C,225*,-2,0,0,0,99,95,6
CC(=O)N1CCC(C(=O)Nc2ccccc2)(N(Cc2ccccc2)C(=O)c2cccnc2)CC1,102,6,9,1,-3,95,98,0
O=C(Nc1ccc(Cl)cn1)c1cc2ccccc2o1,94,-12,-13,-17,110*,100,92,-14
COc1ccc(CNC(=O)c2ccccc2[N+](=O)[O-])cc1,104,-18,3,1,4,103,104,5
COCCn1c(SCC(=O)NCc2ccco2)nnc1C(C)C,107,9,3,-9,7,102,103,-4
CCCCc1cc(=O)oc2c(C)c(OCC(=O)NCC3CCC(C(=O)O)CC3)ccc12 (stereo unspecified),108,-13,-2,-5,-1,98,98,-7
COc1ccc(N2CC(C(=O)NNC(=O)c3ccc(Br)cc3)CC2=O)c(OC)c1 (stereo unspecified),114,-5,6,-3,-1,104,103,-8
O=C(Nc1ccccc1N1CCOCC1)C1CCCO1 (stereo unspecified),105,/,-3,/,-1,108,104,-3
CC12COC3(C(=O)Nc4nccs4)CC1CCC32C (stereo unspecified),98,11,-1,-9,9,103,100,10
CC(=O)c1sc(NC(=O)C2(F)C(F)(F)C(F)(F)C(F)(F)C(F)(F)C2(F)F)nc1C,99,-9,-3,1,-7,102,103,9
C/C(=N\NS(=O)(=O)c1ccc(C)cc1)c1ccc(C)s1,93,7,2,15,0,100,102,2
CCNC(=S)NCc1ccc2c(c1)OCO2,98,2,3,2,0,100,102,9
COc1cccc(CN2CCN(C3CCN(c4cccc(C)c4C)CC3)CC2CCO)c1 (stereo unspecified),97,8,5,1,2,96,100,-2
O=C(Nc1nc2ccc([N+](=O)[O-])cc2s1)c1ccncc1,93,-12,6,-2,12,106,105,2
COc1cccc(C(=O)Nc2c3c(nn2-c2cccc(C)c2C)CS(=O)C3)c1OC (stereo unspecified),95,-2,12,0,26,97,98,5
Cc1[nH]c2ccccc2c1N=Nc1cc(C(=O)O)cc(C(=O)O)c1,100,-6,-12,-7,8,99,97,-1
S=C(Nc1ccc(Cl)cc1)NN1CCOCC1,110,-4,-2,0,0,90,104,6
Cc1nn(CCC(=O)N2CCN(S(=O)(=O)c3ccc(Cl)cc3)CC2)c(C)c1C,99,0,2,2,0,106,102,-5
CC1=CCC2C(=O)N(c3ccc(Br)cc3C)C(=O)C2C1 (stereo unspecified),94,-7,2,6,0,102,99,0
CC(C)(C)c1ccc(Cn2nnc3c(=O)[nH]c(C4CCN(C(=O)Cc5cccs5)CC4)nc32)cc1,101,-11,-4,-12,-1,108,102,0
c1cc[n+](CCCC[n+]2ccccc2)cc1,93,5,-7,-3,0,100,105,2
Cc1ccc(-n2nc(C)cc2NC(=O)CC#N)cc1,97,-11,9,-3,1,97,107,5
O=C(Nc1ccc(C(=O)N2CCN(c3ccccc3F)CC2)cc1)C1=CSCCO1,106,2,7,2,-1,102,106,-3
CCOc1ccc(-c2nnn(CC(=O)NCc3cccs3)n2)cc1,96,-7,-79,21,2,95,100,10
CCOC(=O)c1c(N)sc2c1C1CCN2CC1,99,6,2,7,2,100,91,-1
Cc1cc(C)n(S(=O)(=O)c2ccc3ccccc3c2)n1,97,1,0,-2,1,95,98,11
COc1ccc(C2=CC3=CC(=O)C(C)(O)C(=O)C3=CO2)cc1 (stereo unspecified),130,5,-7,3,1,96,92,-9
CC(NC(=O)CCC(=O)N1CCCCCC1)c1ccccc1 (stereo unspecified),88,-8,1,-21,5,105,105,2
O=C(NCc1ccc(F)cc1)c1ccc(CS(=O)(=O)c2ccc(Br)cc2)o1,138,-11,5,-7,0,90,84,0
Cc1cc2nc(C3CCN(Cc4nnnn4Cc4cccs4)CC3)[nH]c2cc1C,111,-4,7,-9,41,103,100,-8
CCCCn1c(N)c(N(CC(C)C)C(=O)c2cccs2)c(=O)[nH]c1=O,106,13,4,6,-1,99,98,6
Cc1cc(C(=O)N/N=C/c2cccs2)n[nH]1,114,-8,-3,-17,11,99,102,2
O=C(COC(=O)c1ccc2ccccc2n1)c1ccccc1,112,4,0,7,13,97,101,-2

# Bioassay records as filed in PubChem.
